KOR beta-arrestin-1: KOR antagonists, beta-arrestin recruitment, cell-based, luminescence, uHTS (AID 1778); Kappa-type opioid receptor (Homo sapiens); KOR beta-arrestin recruitment, luminescence, antagonist mode; higher % means a stronger effect; 290,000 tested, 0.091% active; inhibition, % at 10 µM; hits with a dose series show IC50 in µM; also: strong numbers were not always called active
AID2073: inhibitors of Mint1-CaV2.2 protein interaction, biochemical, HTRF (AID 2073) | 290,000 tested, 0.19% active | Voltage-dependent N-type calcium channel subunit alpha-1B (Homo sapiens) | inhibition, % at 20 µM; hits with a dose series show IC50 in µM | HTRF protein-protein interaction, Mint1-CaV2.2; higher % means a stronger effect; in the data active = inhibition mostly above about 51%, no sharp cut-off; inconclusive = no clear call, values can overlap the other calls; inactive = mostly below about 53%; also: some results filed as inactive read as strong as hits
NOD1 NF-kB reporter: NOD1 signaling inhibitors, primary screen, cell-based, luminescence, uHTS (AID 1578) | NOD1-driven NF-kB luciferase reporter cells, luminescence; higher % means a stronger effect | 290,000 tested, 1% active | inhibition, % at 4 µM, or EC50 in µM where a hit was titrated; in the data active = inhibition mostly above about 36%, no sharp cut-off; inactive = mostly below about 34%;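 also: HEK-293T reporter cells stimulated with the NOD1 agonist gamma-tri-DAP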
Yfh1-depleted yeast: enhancers of respiration in Yfh1-depleted yeast, dose response, Friedreich's ataxia, plus single-dose screen (AID 1465); fold induction at 50 µM, or EC50 in µM where a hit was titrated; 220,000 tested, 0.074% active; S. cerevisiae Yfh1-off respiration, WST-1 reduction, 72 h; higher fold induction means a stronger effect;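 active = fold induction of absorbance versus untreated yeast above a set limit, then at least 30% activation at any dose in follow-up; inconclusive = repeats straddling the limit, or above it without dose testing; inactive = fold induction below the set limit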;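 also: activators that raise dye reduction in frataxin-depleted yeast; strong numbers were not always called active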
HEK293 NOD2/NF-kB: NOD2 signaling inhibitors, cell-based, luminescence, uHTS, HEK293 (AID 1566); 290,000 tested, 0.63% active; inhibition, % at 4 µM; hits with a dose series show EC50 in µM; HEK293 NOD2/NF-kB luciferase reporter, luminescence; higher % means a stronger effect; also: many of its hits are not listed in these tables
West Nile antiviral: West Nile virus antiviral activity, cell-based, CPE readout (AID 1621); West Nile virus-infected cells, CPE inhibition; higher % means a stronger effect; one-dose CPE inhibition, % at 10 µM; IC50 in µM for titrated hits; 290,000 tested, 0.02% active; in the data active = a potency from the dose series; inconclusive = CPE inhibition mostly from about 3.7% at the one dose, without a potency; inactive = the rest, 99 in 100 with CPE inhibition below about 2.2%; also: strong numbers were not always called active
HIV fusion peptide: inhibitors of HIV fusion peptide binding, primary screen, biochemical, uHTS, fluorescence dequenching (AID 1986); cell-free peptide binding, fluorescence dequenching, 30 min; higher % means a stronger effect; inhibition, % at 20 µM; hits with a dose series show IC50 in µM; 290,000 tested, 0.3% active; in the data active = inhibition mostly above about 52%, no sharp cut-off; inactive = mostly below about 76%; also: some results filed as inactive read as strong as hits
KOR beta-arrestin-2: KOR agonists, beta-arrestin recruitment, primary screen, cell-based, luminescence, uHTS (AID 1777); 280,000 tested, 0.02% active; activation, % at 10 µM, or EC50 in µM where a hit was titrated; KOR beta-arrestin recruitment, luminescence; higher % means a stronger effect; Kappa-type opioid receptor (Homo sapiens); in the data active = activation above about 50%, passing the limit was not always enough; also: a part of the inactive calls stands beside numbers as strong as those of hits
NS5 inhibitors: Dengue-2 NS5 methyltransferase inhibitors, primary screen, biochemical, confirmation dose response (AID 588689). Dengue-2 NS5 methyltransferase capping enzyme assay, biochemical; higher % means a stronger effect. one-dose inhibition, % at 25 µM; IC50 in µM for titrated hits. Genome polyprotein (Dengue virus type 2 (strain 16681-PDK53)). 340,000 tested, 0.3% active; in the data active = a potency from the dose series; inconclusive = inhibition above about 29% without an active follow-up result
NS5 inhibitors pilot replicate: also measured in NS5 inhibitors; calls as there; inhibition, %; measured here: pilot screen replicate inhibition
* = called active by the depositor; i = inactive; ? = inconclusive; / = no result given; [ ] = dose if it differs, or a comment. Rule as the data show it, unless noted: active = inhibition above about 50%; inactive = the rest. Not all compounds are listed. The share of hits here may be higher or lower than overall.

SMILES	KOR beta-arrestin-1	AID2073	NOD1 NF-kB reporter	Yfh1-depleted yeast	HEK293 NOD2/NF-kB	West Nile antiviral	HIV fusion peptide	KOR beta-arrestin-2	NS5 inhibitors	others
COc1ccc(Cl)cc1N(CC(=O)Nc1ccccc1SC)S(C)(=O)=O	15%	-7%	-24%	i	1%	-0.6%	-1.3%	-2.5%	-2%
O=C(CN1CCC(Cc2ccccc2)CC1)NC(=O)NCc1ccccc1	18%	-4%	-35%	i	4%	0.3%	-1.4%	-5.7%	-3%
CC(C)Nc1nnc(SC(C)C(=O)Nc2ccc(Cl)cn2)s1 (configuration not stated)	-1%	10%	-29%	i	18%	0.5%	1.0%	-2.8%	-4%
COc1ccc(OCCOc2ccccc2[N+](=O)[O-])cc1	-6%	0%	-19%	i	-35%	-0.4%	-2.0%	5.1%	-2%
Cc1ccc(Cn2c(Sc3nnc(C)s3)nc3c2c(=O)[nH]c(=O)n3C)cc1	-31%	8%	5%	i	-2%	-0.2%	0.0%	7.5%	-6%
CCNc1nc(NCc2ccccc2)nc(Oc2ccc(=O)[nH]n2)n1	19%	-1%	-3%	i	2%	0.2%	0.8%	-4.2%	4%
Cc1cc(C(=O)NNC(=O)COc2ccccc2Cl)n[nH]1	-11%	0%	-15%	/	-20%	-0.1%	-0.3%	3.0%	-8%
O=C(NCc1cccs1)C(Cc1ccccc1)NS(=O)(=O)c1cccs1 (configuration not stated)	-28%	9%	-34%	i	-8%	-1.0%	2.4%	-0.1%	-24%
CC(=O)Nc1ccc(S(=O)(=O)N(C)CC(=O)Nc2ccccc2N2CCOCC2)cc1	-19%	1%	-16%	i	10%	-0.3%	-2.3%	1.6%	-9%
CCOc1ccccc1NC(=O)CCc1nnc2ccc(N3CCC(C)CC3)nn12	-2%[20 µM]	11%	20%	/	22%	-1.0%	-1.1%	1.3%	-3%
CN(C)C(=O)Cn1c(=O)n(S(=O)(=O)c2ccccc2)c2ccccc21	/	10%	-26%	/	10%	0.2%	-0.1%	/	-5%
Cc1cc(=O)[nH]c(SCC(=O)N2CCC(Cc3ccccc3)CC2)n1	11%	-1%	-16%	i	11%	-0.5%	-0.2%	-2.4%	-4%
CCOC(=O)c1sc2nc(NC(=O)COc3ccccc3)sc2c1C	-3%	?	21%	i	28%	0.3%	0.8%	4.0%	-4%
CCNc1ccccc(-c2ccc3ccccc3n2)c1=O	30%	3%	-12%	i	-3%	-0.6%	37%	3.6%	-9%
N#Cc1cccc2cnccc12	32%	4%	22%	/	1%	/	0.8%	5.7%	-3%
COC(=O)c1cc(-c2ccc(OC)c(OC)c2)n[nH]1	-4%	5%	-39%	i	-15%	-0.3%	-0.2%	-5.9%	-1%
C[C@@H]1NC(=O)c2cc([N+](=O)[O-])cc(F)c2NCCC[C@@H](C(N)=O)NC(=O)[C@H](CC(N)=O)NC1=O	-4%	-28%	-18%	i	6%	-0.1%	0.9%	-1.5%	-2%
CCSc1nnc(NC(=O)CSc2nnc(-c3c[nH]c4ccccc34)n2C)s1	14%	-3%	-21%	i	1%	0.2%	0.0%	-4.2%	6%
CCOC(=O)c1ccc(N2CN(CC)CNC2=S)cc1	3%	-10%	8%	i	10%	-0.3%	-1.1%	2.5%	1%
COc1cccc(NS(=O)(=O)c2ccc3c(c2)CCCN3C(C)=O)c1	13%	7%	0%	i	16%	-1.3%	0.8%	-1.3%	-3%
O=C(COc1ccc(Cl)cc1)NCCCNC(=O)c1ccccn1	-42%	4%	25%	/	-11%	-0.4%	1.2%	6.5%	-11%
CCOc1cc(-n2cnnn2)c(OCC)cc1NC(=O)c1cnccn1	-4%	36%	-5%	i	2%	0.3%	2.3%	-4.8%	-3%
O=C(CC1Nc2ccccc2NC1=O)Nc1ccc2c(c1)OCO2 (configuration not stated)	-11%	-14%	-53%	i	-17%	0.0%	3.9%	2.1%	-3%
O=C(Nc1nnc(Cc2ccc(Cl)cc2)s1)c1cccs1	-23%	12%	-18%	i	-31%	-0.3%	0.0%	-3.5%	-2%
Cc1cc(=O)[nH]c(-c2cccnc2)n1	-49%	-3%	-36%	i	-3%	1.0%	-0.8%	1.3%	-2%
C1=C(c2ccccc2)CCN(c2nc3ccccc3n3cnnc23)C1	-8%	-23%	8%	i	-1%	0.4%	-0.9%	-2.2%	-22%
O=C(CN1CCN(c2ccc([N+](=O)[O-])cc2Cl)CC1)N1CCOCC1	1%	-5%	-16%	i	-3%	-0.2%	-0.4%	2.7%	/
CCCCNC(=O)CSc1nc2ccsc2c(=O)n1CCCC(=O)NCCc1ccc(S(N)(=O)=O)cc1	-2%	34%	-24%	i	11%	-0.4%	2.4%	-16%	-12%
COc1ccc(N(C(=O)CNC(=O)c2cccs2)C(C(=O)NCC2CCCO2)c2ccccc2)cc1 (configuration not stated)	-14%[20 µM]	5%	-8%	i	-4%	1.2%	0.7%	/	-1%
O=C(NCC1CCCCC1)c1cccnc1	-41%[20 µM]	4%	-4%	/	10%	0.5%	0.9%	0.3%	-3%

Quoted at random: two entries already listed
SMILES	KOR beta-arrestin-1	AID2073	NOD1 NF-kB reporter	Yfh1-depleted yeast	HEK293 NOD2/NF-kB	West Nile antiviral	HIV fusion peptide	KOR beta-arrestin-2	NS5 inhibitors	others
O=C(COc1ccc(Cl)cc1)NCCCNC(=O)c1ccccn1	-42%	4%	25%	/	-11%	-0.4%	1.2%	6.5%	-11%
O=C(CC1Nc2ccccc2NC1=O)Nc1ccc2c(c1)OCO2 (configuration not stated)	-11%	-14%	-53%	i	-17%	0.0%	3.9%	2.1%	-3%

Additional records:
SMILES	KOR beta-arrestin-1	AID2073	NOD1 NF-kB reporter	Yfh1-depleted yeast	HEK293 NOD2/NF-kB	West Nile antiviral	HIV fusion peptide	KOR beta-arrestin-2	NS5 inhibitors	others
Cc1ccc(N/C=C/c2onc(C)c2[N+](=O)[O-])cc1	14%	16%	4%	i	-151%	-0.1%	-0.2%	1.9%	-42%
O=C(Nc1cccc(Cl)c1)C1C2C=CC3(O2)C1C(=O)N(CCCN1CCCCC1)C3C(=O)NC1CCCCC1 (configuration not stated)	-47%	0%	-21%	/	13%	0.3%	0.8%	3.1%	-16%
COc1ccc(CN(CC(=O)NCc2ccccc2)C(=O)c2csnn2)cc1	23%	-2%	0%	i	-57%	-0.9%	-0.7%	-2.8%	-4%
O=C(NCc1nnc(SCC(=O)N2CCCc3ccccc32)n1-c1ccccc1)c1cccc2ccccc12	14%	3%	-7%	/	17%	/	-3.4%	0.2%	-5%
Cc1ccc(/C=N\NC(=O)c2ccc3c(c2)OCO3)o1	-19%	1%	-40%	/	-23%	0.1%	-0.8%	1.2%	-5%
O=C(Nc1ccccc1)N1CCC(O)(c2cccc(C(F)(F)F)c2)CC1	-2%	11%	11%	/	-17%	-0.9%	-1.2%	4.0%	-7%
CCOc1ccc(CCNC(=O)c2cccc(N3CCCC3=O)c2)cc1OCC	10%	8%	-15%	i	3%	0.2%	-1.5%	-8.0%	8%
Cc1ccc(-n2ncc3c(SCc4ccccc4)ncnc32)cc1	32%	13%	-33%	i	-52%	-0.4%	1.2%	0.5%	-8%
COC(=O)c1nc2nc(-c3cccs3)cc(C(F)(F)F)n2n1	-13%	31%	-5%	i	9%	0.1%	-0.9%	-3.6%	-5%
COc1ccc(N2CCN(CCCNC(=O)C(=O)c3c[nH]c4ccccc34)CC2)cc1	21%	10%	-18%	/	9%	0.5%	0.0%	-2.7%	-5%
O=C(NCCc1c[nH]c2ccccc12)OCCSS(=O)(=O)O	-20%[20 µM]	-12%	-30%	i	-15%	0.1%	2.0%	/	-2%
CCN(Cc1ccccc1)S(=O)(=O)c1ccc(C(=O)N(CCCN(C)C)c2nc3ccc(F)cc3s2)cc1	-22%	4%	-49%	/	-6%	2.8%	-1.1%	2.9%	-6%
O=C(O)CCN1CCc2ccccc21	-16%	0%	-29%	i	12%	-0.6%	-2.8%	8.7%	10%
COc1ccc(Cc2nnc(SCC(=O)c3ccc(OC)cc3)o2)cc1	17%	1%	/	i	21%	-0.5%	0.1%	-1.1%	-4%
COc1ccccc1C(=O)Nc1cc(Cl)ccc1O	-36%	0%	-31%	i	-7%	-0.3%	-0.2%	-3.2%	3%
CC1(C)CC(CC(=O)NC(=S)Nc2ccc([N+](=O)[O-])cc2)C(=O)O1 (configuration not stated)	14%	-13%	12%	i	16%	0.2%	-2.6%	-2.2%	-2%
Cc1occc1-c1nnc(SCC(N)=O)o1	27%[20 µM]	11%	-40%	i	-4%	0.4%	1.4%	-0.5%	1%
C=CCn1c(=NC(=O)c2cccs2)sc2cccc(OC)c21	-7%	9%	1%	i	-11%	-0.5%	0.4%	3.5%	6%
CCC(=O)Nc1nc(-c2ccc3c(c2)CC(C)N3S(C)(=O)=O)cs1 (configuration not stated)	-34%[20 µM]	-7%	-43%	i	-10%	-0.2%	-0.2%	/	-9%
O=C(N/N=C1/CCSC1)c1cc(Br)ccc1O	-37%[20 µM]	2%	-28%	i	12%	1.5%	13%	-3.7%	1%
CC(C)NS(=O)(=O)c1ccc(NCCCn2ccnc2)c([N+](=O)[O-])c1	12%	-10%	-13%	/	-2%	0.8%	0.1%	-2.2%	4%
NC(=O)CCN1CCCCC1	-28%[20 µM]	14%	6%	i	7%	0.3%	-0.7%	/	-15%
Cc1ccc(C(=O)N2CCN(CCNC(=O)C(=O)NC(C)C)CC2)cc1	4%[20 µM]	-2%	-29%	i	14%	0.2%	0.8%	-1.4%	-1%
CCCN1CNC(=S)N(c2cccc(C)c2)C1	20%	-3%	-9%	i	-1%	0.5%	-2.5%	4.9%	-5%
C=CCn1c(=O)/c(=C/c2ccc(O)cc2)s/c1=C(/C#N)c1nnc2n1CCCCC2	61%	19%	0%	i	23%	0.0%	25%	-2.7%	-19%
CCn1c(SCC(=O)N2CCCc3ccccc32)nnc1-c1cccs1	10%	-9%	/	i	12%	/	0.5%	-2.0%	2%
CCOC(=O)N1CCC(N2C(=O)c3ccccc3C2Nc2ccc3c(c2)OCCO3)CC1 (configuration not stated)	0%	-4%	9%	i	7%	-0.4%	-1.5%	4.0%	0%
N=c1nc(N)nc2n1NC(c1ccc(F)cc1)=CS2	-4%	-2%	13%	i	-112%	0.7%	-1.1%	3.2%	-7%
CCOc1ccc(NC(=O)N(CC(C)C)CC(C)C)cc1	3%	-8%	-11%	i	10%	-0.4%	-0.6%	-1.6%	-3%	NS5 inhibitors pilot replicate=1.7
COc1ccccc1NC(=O)Cc1noc(CSc2nnc(C)n2C)n1	13%	15%	-31%	i	2%	0.1%	1.3%	-3.1%	-10%
COCC(=O)N(Cc1cc2cc(OC)ccc2[nH]c1=O)c1ccccc1	-15%	0%	-11%	i	2%	-0.2%	-2.1%	-1.5%	-5%
Clc1ccc(OCCn2ccnc2)c(Cl)c1	19%	-4%	-22%	i	16%	-0.4%	-0.1%	-2.5%	-6%
Clc1ccc(SCc2csc(N3CCOCC3)n2)cc1	-21%	45%	-9%	i	-15%	-0.9%	-0.9%	1.1%	1%
CC(C)(C)N/N=C1\CC(c2ccccc2)Oc2ccccc21 (configuration not stated)	-42%	2%	31%	i	23%	-0.1%	0.7%	-0.4%	-12%

Compound activity as filed in PubChem BioAssay.
